Screening results: PubChem BioAssay, several laboratories
EP2 antag: blocks the human prostaglandin E2 receptor EP2 | actives 0.52% (n = 260,000) | inhibition, % at 25 µM | C6 glioma cells expressing human EP2, cAMP TR-FRET; cells stimulated with saturating PGE2 | P43116 | AID 1422;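 active = percent inhibition above 40 after rounding to a whole number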;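 also: rat C6 glioma host cells with rolipram phosphodiesterase inhibitor present; the protocol text gives 20 µM as final concentration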
Target sequence (P43116 whole entry, looked up): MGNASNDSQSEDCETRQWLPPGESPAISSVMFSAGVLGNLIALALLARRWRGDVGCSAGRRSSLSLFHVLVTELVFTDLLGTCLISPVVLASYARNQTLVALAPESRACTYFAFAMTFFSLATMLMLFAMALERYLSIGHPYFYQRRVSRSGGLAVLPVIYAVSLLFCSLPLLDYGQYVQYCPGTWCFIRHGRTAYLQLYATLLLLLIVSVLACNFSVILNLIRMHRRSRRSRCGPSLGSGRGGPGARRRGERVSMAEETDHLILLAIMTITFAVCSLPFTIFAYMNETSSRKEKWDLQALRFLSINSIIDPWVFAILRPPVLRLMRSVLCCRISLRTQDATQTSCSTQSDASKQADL
TNF death inh: inhibitors of TNF-alpha induced necroptosis in Jurkat FADD-/- cells; Jurkat FADD-/- TNF necroptosis rescue, ATP luminescence, 24 h; 0 = TNF only, 100 = no-TNF cells; activation (protection from cell death), % at 10 µM; actives 0.068% (n = 220,000); AID 463075;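 active = activation, meaning protection from cell death, of at least 50% relative to plate controls; inactive = activation below 50%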;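 also: necroptosis triggered by 40 ng/mL TNF-alpha added together with compound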
PPC-1+TRAIL kill: kills PPC-1 cancer cells in the presence of TRAIL; PPC-1 cells + TRAIL, ATPLite viability luminescence; cell killing (% activity), % at 4 µM; actives 0.41% (n = 220,000);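 active = cell killing above 50% in the first pass at 4 µM, then a duplicate retest at 5 µM averaging 50% or more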;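 also: plate controls were cells with TRAIL plus DMSO for no effect and medium-only wells lacking cells for full effect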
FXIIa inh: inhibitors of human coagulation factor XIIa; P00748; actives 0.3% (n = 220,000); purified FXIIa, Boc-QGR-AMC fluorogenic substrate, 2 h; inhibition, % at 5 µM; AID 800; in the data active = inhibition above about 40%;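 also: 0% = enzyme with no compound and 100% = blank without enzyme; many of its hits are not listed in these tables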
Tb hexokinase: blocks Trypanosoma brucei hexokinase 1 activity; AID 1430; actives 0.11% (n = 220,000); inhibition, % at 10 µM; recombinant TbHK1, G6PDH-coupled NADH A340;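 active = inhibition of 50% or more in the single-dose primary screen; inactive = inhibition below 50%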
L929 necroptosis: blocks zVAD induced death of L929 cells; L929 zVAD necroptosis rescue, ATP luminescence, 24 h; with zVAD 60 µM; viability rescue, % at 10 µM; actives 0.38% (n = 220,000); AID 1377;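 active = activation, scaled between plate controls, above about 75%, limit read from the data; inactive = activation under that limit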;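 also: 0% = zVAD with DMSO and 100% = DMSO alone without zVAD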
FXIa inh: factor XIa (human) inhibition; actives 0.14% (n = 220,000); AID 798; P03951; purified FXIa, Boc-Glu-Ala-Arg-AMC fluorogenic substrate; inhibition, % at 5 µM;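 active = inhibition of at least 40%; inactive = inhibition below 40%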;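 also: fluorescence of freed AMC excited at 355 nm; 0% = enzyme without compound and 100% = no enzyme blank; many of its hits are not listed in these tables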
Target sequence (P03951 19-387 limits assumed): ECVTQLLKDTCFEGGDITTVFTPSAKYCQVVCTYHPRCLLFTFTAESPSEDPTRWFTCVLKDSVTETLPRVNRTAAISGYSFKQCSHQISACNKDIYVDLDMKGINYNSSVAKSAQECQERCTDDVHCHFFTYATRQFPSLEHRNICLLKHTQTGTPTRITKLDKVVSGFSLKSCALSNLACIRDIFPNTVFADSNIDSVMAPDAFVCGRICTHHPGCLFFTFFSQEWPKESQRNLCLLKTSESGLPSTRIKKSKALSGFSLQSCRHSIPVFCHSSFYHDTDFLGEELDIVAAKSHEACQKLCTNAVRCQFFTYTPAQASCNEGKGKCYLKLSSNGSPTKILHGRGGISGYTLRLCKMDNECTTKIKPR
Target sequence (P03951 388-625 limits assumed): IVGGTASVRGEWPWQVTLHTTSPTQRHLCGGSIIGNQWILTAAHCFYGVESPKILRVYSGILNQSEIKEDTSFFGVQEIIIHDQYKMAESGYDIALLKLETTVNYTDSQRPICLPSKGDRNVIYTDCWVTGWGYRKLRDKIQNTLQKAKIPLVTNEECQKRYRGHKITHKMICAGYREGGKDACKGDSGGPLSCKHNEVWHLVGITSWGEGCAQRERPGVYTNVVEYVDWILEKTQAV
CHOP inhibitor: CHOP inhibition in unfolded protein response | CHO-K1 CHOP-promoter luciferase, tunicamycin-induced, 15-18 h | inhibition, % at 10 µM | actives 3.8% (n = 220,000) | AID 2732;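 active = compounds that reduced the stress-induced luciferase reporter signal by more than about 70% of percent inhibition, limit read from the data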;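 also: 0% = tunicamycin plus vehicle and 100% = wells without tunicamycin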
Wee1 degr inh: inhibitors of human Wee1 degradation; P30291; HeLa Luc-Wee1K328M stability, luciferase luminescence; 100% = proteasome inhibitor MG132 effect; reporter increase, % at 5 µM; actives 1.2% (n = 220,000);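 active = activation above the mean of all tested compounds plus 3 SD, set per screening run, cut at about 8.8% in these data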;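 also: cells exposed to compound for 20 h before luminescence read; 0% = DMSO alone and 100% = MG132 at 30 µM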
* = called active by the depositor; . = not tested or not shown.

SMILES | EP2 antag | TNF death inh | PPC-1+TRAIL kill | FXIIa inh | Tb hexokinase | L929 necroptosis | FXIa inh | CHOP inhibitor | Wee1 degr inh
O=C(CSc1ccc(-c2ccco2)nn1)N1CCCCC1 | 4 | 1.4 | 17 | 4 | -3 | 2.8 | -4 | 3 | 0
CCCOn1c(-n2nc(C)cc2C)nc2ccccc2c1=O | 2 | -0.4 | 19 | 11 | 6 | 0.1 | -2 | 61 | 0
CC1Cc2ccccc2N1C(=O)CN1C(=O)C(=O)N(Cc2ccccc2)C1=O (stereo unspecified) | 15 | 2.8 | -19 | 13 | -7 | -0.3 | -9 | 56 | 2
O=C(Cn1cc(C(=O)C(F)(F)F)c2cc(Br)ccc21)N1CCOCC1 | 4 | 0.2 | 3 | 6 | -3 | 1.2 | 7 | 8 | -2
O=C(COc1cccnc1[N+](=O)[O-])NC1CCS(=O)(=O)C1 (stereo unspecified) | 7 | 1.3 | 7 | 8 | -4 | 1.1 | 2 | 17 | 2
CC(=O)N1CCN(C(=O)CC2OC(=O)c3ccccc32)CC1 (stereo unspecified) | 7 | -1.2 | 6 | 29 | -3 | -0.2 | 19 | -15 | 3
Cn1c(SCc2ccc(C#N)cc2)nnc1-c1ccccc1 | 13 | -2.5 | 14 | 19 | 4 | -0.5 | 11 | -18 | 4
Cc1ccccc1C(=O)NC1CCN(Cc2nnnn2C2CCCC2)CC1 | 6 | -2.4 | 23 | 18 | 1 | 0.1 | 10 | -14 | 1
COc1ccc(CN(C(=S)Nc2ccccc2)C2CC(=O)N(c3ccccc3)C2=O)cc1 (stereo unspecified) | 5 | 3.2 | 17 | 2 | 0 | 0.5 | 0 | 2 | -1
Cc1ccc(N/C=C/C(=O)c2sc(-c3ccccc3)nc2C)cc1 | 7 | -9.0 | 14 | -13 | -8 | -0.1 | -3 | 6 | -1
Cc1cc(OCC(=O)N(C(C)C)C(C)C)cc(C)c1Br | 7 | 1.6 | 23 | 12 | 33 | 0.6 | 2 | 50 | -1
Cc1c(C(=O)Nc2cccc(N(C)S(C)(=O)=O)c2)cccc1[N+](=O)[O-] | 8 | 0.2 | 10 | 6 | -4 | -0.5 | -1 | 7 | -1
Cc1onc(-c2ccccc2)c1C(=O)Nc1sc2c(c1C(N)=O)CCC2 | 8 | -0.6 | 13 | 20 | -18 | 1.0 | -10 | 25 | -2
CC1=NN(/C(=N\c2nnc(C)s2)Nc2ccccc2)[C@H](c2cccc3ccccc23)S1 | 6 | -5.5 | 25 | 23 | 9 | -0.8 | 17 | 3 | 1
Cn1c(=NC(=O)COc2ccccc2)sc2cccc(F)c21 | 5 | -0.2 | 16 | 20 | -15 | 0.1 | 10 | 20 | 2
Cc1ccc2c(c1)C(O)(c1c(C)[nH]c3ccccc13)C(=O)N2 (stereo unspecified) | 12 | -4.0 | 9 | 18 | -1 | 0.6 | -3 | 23 | 5
C/C=C(\C)CN1CCN(c2ccc(C)cc2)CC1 | 13 | -0.9 | -19 | -1 | 2 | -1.0 | 3 | 22 | 1
CCN(Cc1cc2ccccc2[nH]c1=O)C(=O)C1CCCCC1 | 11 | 0.4 | 19 | 37 | -9 | 0.4 | 16 | -20 | 2
O=C(Cc1ccccc1)N/N=C/C=C/c1ccccc1[N+](=O)[O-] | 4 | 0.1 | 18 | 12 | -12 | 0.5 | 0 | -9 | 4
Cc1cc(F)ccc1NCc1ccc([N+](=O)[O-])cc1 | 7 | 0.8 | 5 | 6 | -9 | -0.8 | -5 | -18 | 8
O=C(O)c1cc2cc(Cl)cc(Cl)c2oc1=O | 11 | 0.2 | 15 | 3 | -6 | -0.1 | -4 | 11 | 0
Cc1cc(C(=O)NCC(=O)OCC(=O)N(C)C2CCCCC2)ccc1[N+](=O)[O-] | 15 | 0.5 | 6 | 15 | 30 | 0.5 | 7 | 18 | -1
CC(C)CCSc1nc(N2CCOCC2)c2c(c1C#N)CC(C)(C)OC2 | 5 | 2.0 | -21 | -3 | -2 | -0.1 | 1 | 49 | 1
COc1cc(C=C2C(=O)c3ccccc3C2=O)cc(OC)c1 | 5 | -9.5 | -5 | 4 | -15 | 0.1 | -1 | 6 | 0
O=C(CSCc1cnn(-c2ccccc2)c1-n1cccc1)N1CCN(Cc2ccccc2)CC1 | 4 | 1.5 | -1 | 29 | -13 | -0.4 | 20 | 40 | -1

Profiles, looked up by structure. Values in the order: EP2 antag	TNF death inh	PPC-1+TRAIL kill	FXIIa inh	Tb hexokinase	L929 necroptosis	FXIa inh	CHOP inhibitor	Wee1 degr inh
Profile of COc1cc(C=C2C(=O)c3ccccc3C2=O)cc(OC)c1 = 5	-9.5	-5	4	-15	0.1	-1	6	0
Profile of Cc1cc(OCC(=O)N(C(C)C)C(C)C)cc(C)c1Br = 7	1.6	23	12	33	0.6	2	50	-1

Later entries
SMILES | EP2 antag | TNF death inh | PPC-1+TRAIL kill | FXIIa inh | Tb hexokinase | L929 necroptosis | FXIa inh | CHOP inhibitor | Wee1 degr inh
CC(C)C(C(=O)Nc1ccc(S(=O)(=O)N2CCOCC2)cc1)N1C(=O)c2ccccc2C1=O (stereo unspecified) | 10 | 1.1 | 29 | 7 | -12 | -0.1 | -27 | -2 | 1
O=C(Nc1ccccc1C(F)(F)F)N1CCCCCC1 | 13 | -1.1 | 40 | 35 | -4 | -0.1 | 21 | -14 | 0
COc1cccc(-c2nc(-c3ccccc3)no2)c1 | 13 | -1.0 | 13 | 7 | 1 | 0.9 | -6 | 48 | 7
S=c1[nH]c2ncccc2o1 | 3 | -1.0 | -9 | 18 | -4 | -0.2 | -18 | 8 | 5
COc1ccc2cc(/C=N/NC(=O)c3c(Cl)cnn3C)c(Cl)nc2c1 | 6 | 0.2 | 18 | -3 | 2 | . | -5 | 27 | 2
Cc1cc(C(=O)COC(=O)c2ccc[nH]c2=O)c(C)n1-c1ccccc1 | 9 | -0.8 | 62* | 19 | 30 | -0.5 | 4 | 70* | 4
CCOc1ccc(CNCc2ccc(C(=O)O)cc2)cc1OC | 2 | -0.6 | 10 | 10 | -1 | 0.7 | 0 | 10 | 0
CCOC(=O)N1CCN(c2c(N3CC=C(c4ccccc4)CC3)c(=O)c2=O)CC1 | 8 | -3.4 | 19 | 13 | -15 | -0.7 | 2 | 47 | 0
O=[N+]([O-])c1cc(CN2CCC(O)CC2)ccc1Cl | 3 | 0.3 | 10 | 2 | -6 | 1.4 | -3 | 25 | 0
Cc1nc(N)sc1-c1csc(N(C)c2ccc(O)cc2)n1 | 4 | -4.4 | 9 | 9 | -1 | 4.7 | -8 | 25 | -1
CS(=O)(=O)N1CC(C(=O)O)Oc2ccc(CC(=O)O)cc21 (stereo unspecified) | 6 | -0.5 | 14 | 7 | 5 | 0.1 | 1 | 3 | -3
CCN(CC)CCc1c(C)[nH]c(C(=O)OCc2ccccc2)c1C | 7 | -1.1 | 4 | 8 | 2 | 76* | 8 | 30 | 0
NS(=O)(=O)c1ccc(-c2ccc(/C=C3\C(=O)Nc4cc(Cl)ccc43)o2)cc1 | 7 | -1.5 | 1 | 9 | -11 | 2.7 | 0 | -11 | 1
Cn1ccnc1SCC(=O)c1ccc(Br)cc1 | 5 | -5.0 | 9 | -5 | 0 | 0.0 | 0 | 4 | 4
COc1ccc(NC(=O)CSc2nnnn2C)c([N+](=O)[O-])c1 | 3 | -0.2 | 6 | 3 | -2 | 2.4 | -2 | -2 | -2
Cc1ccc(NC2=NC(=S)N(CC#N)C23CCCCC3)cc1 | . | -1.9 | 21 | 16 | 0 | -0.6 | 8 | 20 | 0
Cc1[nH]c(=O)[nH]c(=O)c1S(=O)(=O)N1CCCC1 | 8 | 0.6 | 3 | 10 | -4 | 1.6 | -22 | -27 | -1
COc1cc(CNCc2ccncc2)cc(Br)c1OCc1ccccc1F | 10 | -8.5 | -8 | 18 | -7 | -0.1 | 2 | 36 | -3
CCCCSc1nc2c(c(=O)[nH]1)CCC2 | 16 | 0.0 | -1 | 31 | 4 | 0.0 | 13 | -5 | 0
COc1ccc(C(=O)CN2C(=O)NC(C)(c3ccc(C)cc3)C2=O)cc1OC (stereo unspecified) | 5 | -0.8 | -13 | 5 | -1 | 0.0 | 0 | 16 | 1
CC1CC1c1ccc(/C=C(\C#N)C(=O)Nc2cc(Cl)ccc2Cl)o1 (stereo unspecified) | 7 | 0.6 | 18 | 12 | -9 | 1.1 | 7 | 4 | -1
CN(C)CCN(C(=O)/C=C/c1cccs1)c1nc2ccc(F)cc2s1 | 4 | 12 | 4 | 12 | -25 | 41 | -2 | 45 | -2
COc1ccc(Nc2nnc(SCC(=O)/C=C3/N(C)c4ccccc4C3(C)C)s2)cc1 | 10 | 0.3 | 3 | 6 | -4 | 0.6 | 6 | 52 | 7
c1ccc(CSc2nncn2-c2ccccn2)cc1 | 1 | 0.7 | 6 | 21 | -1 | 1.6 | 3 | 11 | -1
Cc1ccc(C)c(N/C=C(\C#N)c2nc3ccccc3o2)c1 | 13 | -1.6 | . | . | -20 | 0.4 | . | . | -2

With a hit mark in CHOP inhibitor, among the entries above:
Compound	FXIIa inh	Tb hexokinase	FXIa inh	CHOP inhibitor	Wee1 degr inh
Cc1cc(C(=O)COC(=O)c2ccc[nH]c2=O)c(C)n1-c1ccccc1	19	30	4	70*	4

(listing goes on)
SMILES | EP2 antag | TNF death inh | PPC-1+TRAIL kill | FXIIa inh | Tb hexokinase | L929 necroptosis | FXIa inh | CHOP inhibitor | Wee1 degr inh
COc1cc2c(c(OC)c1)C(c1ccncc1)CC(=O)N2 (stereo unspecified) | 18 | -0.3 | 6 | 11 | 0 | 2.6 | 0 | -1 | 6
CN(C)CCCN=Cc1c(O)n(Cc2ccc3c(c2)OCO3)c(=O)c2ccccc12 | 12 | 0.4 | 8 | 5 | -13 | -0.7 | -2 | 4 | 0
CN1CCN(C2=Cc3ccccc3Sc3cc(F)c(F)cc32)CC1 | 19 | 0.9 | 19 | 14 | 6 | -1.0 | 9 | 24 | -1
COc1ccc(C(O)c2nc3ccccc3n2C)cc1OC (stereo unspecified) | 6 | -8.9 | 12 | 5 | 3 | 0.2 | -1 | . | 5
O=C(NCCCO)/C(=C\c1ccco1)NC(=O)c1ccc(Br)o1 | 6 | 1.1 | 14 | 10 | -10 | 0.6 | 30 | -3 | 1
Cc1oc(C)c(C(=O)O)c1C(=O)O | 1 | 2.4 | 7 | 2 | -11 | 0.0 | -7 | 2 | 1
Cc1nn2c(CN(C(=O)COc3ccccc3)c3ccccc3)nnc2c2ccccc12 | 7 | 3.0 | 4 | -3 | 37 | 0.3 | 2 | 14 | -1
Cc1c(/C(O)=C2/C(=O)C(=O)N(CCN3CCOCC3)C2c2cccnc2)cnn1-c1ccccc1 (stereo unspecified) | 14 | 0.9 | 13 | 12 | -17 | -0.7 | 3 | -3 | 4
Clc1ccc(-c2noc(CSc3nnc(-c4ccncc4)n3-c3ccccc3)n2)cc1 | 10 | -7.1 | 26 | 21 | -13 | -0.1 | 7 | 20 | 1
O=C(CSc1nc2cc(Cl)ccc2o1)NCCc1ccccc1 | 1 | -0.8 | -22 | 6 | 3 | 0.2 | -1 | 25 | 3
COc1ccc(/C=N/NC(=O)c2ccc(Cn3cc([N+](=O)[O-])cn3)o2)c(OC)c1C | . | -1.6 | 18 | 23 | 2 | 0.5 | 7 | -1 | -1
COc1ccc(Cl)cc1NC(=S)NNC(=O)c1cccnc1 | 5 | 0.4 | 0 | 3 | -21 | 0.5 | -2 | -10 | -2
CCNC(=S)N/N=C/c1sccc1C | 7 | 2.9 | 4 | 0 | -47 | -0.5 | -12 | -28 | -1
CCOC(=O)C1CCCN(C(=O)CSCc2ccccc2)C1 (stereo unspecified) | 20 | -0.7 | 23 | 1 | 1 | -0.1 | -5 | -2 | -2
O=C1CC(c2ccccc2)CN1C(=O)c1ccccc1 (stereo unspecified) | 8 | 0.0 | 10 | 13 | -5 | -0.2 | -1 | 34 | -3

Not all compounds are listed. The share of hits here may be higher or lower than overall.
